Polio RdRp inh = poliovirus RdRp elongation inhibitors, primary screen, biochemical, fluorescence polarization, total intensity; Genome polyprotein (Poliovirus type 1 (strain Mahoney)), P03300; poliovirus polymerase elongation; hits give low values; % elongation, % (compound at 16.7 µg/mL); 150,000 compounds, 0.66% hits; in the data active means % elongation below about 90%; further: some results filed as inactive read as strong as hits
Target sequence (P03300 1749-2209 limits assumed): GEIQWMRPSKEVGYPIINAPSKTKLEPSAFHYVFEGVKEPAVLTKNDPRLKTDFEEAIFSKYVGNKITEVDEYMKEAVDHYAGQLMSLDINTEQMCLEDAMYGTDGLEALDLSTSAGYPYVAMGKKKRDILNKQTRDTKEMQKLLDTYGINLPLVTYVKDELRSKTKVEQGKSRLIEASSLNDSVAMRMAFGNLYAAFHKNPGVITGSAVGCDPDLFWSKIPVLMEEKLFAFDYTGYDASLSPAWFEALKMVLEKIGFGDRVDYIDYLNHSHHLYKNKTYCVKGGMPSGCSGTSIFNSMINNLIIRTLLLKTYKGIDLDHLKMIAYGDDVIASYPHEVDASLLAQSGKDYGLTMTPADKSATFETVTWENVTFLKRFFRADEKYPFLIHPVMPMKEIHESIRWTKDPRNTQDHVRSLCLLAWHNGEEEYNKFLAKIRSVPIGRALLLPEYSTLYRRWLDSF
Polio RdRp inh FP z-score = recorded beside Polio RdRp inh, whose call it bears; z-score; measured here: FP z-score; hits read low
* marks the source's active call; other numbers are inactive results; & = joins results of further samples. A portion of the library (hit frequency here may not be typical).

SMILES	Polio RdRp inh	Polio RdRp inh FP z-score
O=C(CSc1cc(Cl)ccc1Cl)NC1CC1	97	-1.1
CN(C)c1ccc(C=Nc2ccc(C(=O)O)cc2)cc1	100	-0.5
CC1N=C2c3ccccc3N=C(SCC(=O)NCCc3ccccc3)N2C1=O (stereo unspecified)	105	-0.1
O=C(CCCCn1c(=O)c2ccccc2n(CC(=O)Nc2cccc(C(F)(F)F)c2)c1=O)NCc1ccc2c(c1)OCO2	111	1.4
COCCN1COc2c(cc(Cl)c3cccnc23)C1	133	4
Cc1nc(/C(=N/O)C(N)=O)cs1	100	0
Cc1ccc(NC(=O)CCCN2C(=O)COc3ccc(C)cc32)c(Cl)c1	108	0.3
NS(=O)(=O)c1ccc(NC(=O)NC2CC(=O)N(c3ccc(Cl)cc3)C2)cc1 (stereo unspecified)	98	-1.1
O=C(O)C1CC2CCC(C1)C21SCCS1 (stereo unspecified)	101	-0.1
CCc1cc2c(=O)n(Cc3ccco3)c(SC)nc2s1	103	0.3
Cc1ccc(NC(=O)CCNS(=O)(=O)c2ccc3c(c2)CC(C)N3C(=O)C2CC2)cc1C (stereo unspecified)	102	0
Cc1ccccc1-n1c(SCC(=O)N(C(C)C)C(C)C)nnc1-c1cccnc1	101	-0.4
CN(Cc1ccccc1)C(=O)COC(=O)c1ccc(Cl)cc1N	101	-0.6
CCC(CC)c1nnc(NC(=O)c2c(OC)cccc2OC)s1	99	-0.9
Cc1noc(C)c1CSc1nc2c(c(-c3ccccc3)c1C#N)C(=O)CC(C)(C)C2	102	0.1
COc1ccc(C(C)=NNC(=O)c2cc(Br)ccc2O)c(OC)c1	100	-0.3
CC(Oc1ccc(F)cc1)C(=O)NCC1(N(C)C)CCCCC1 (stereo unspecified)	104	-0.7
O=C(NCc1ccccc1)c1ccc(CN(c2ccccc2)S(=O)(=O)c2ccccc2)cc1	109	0.7
O=C1C2=C(c3ccccc31)[N+](=O)[C@@H]1CCCC[C@@H]1N2[O-]	92	-2.4
CC(C)CN1CC(C(=O)O)CC1=O (stereo unspecified)	102	0.1
COc1ccccc1/C=C/c1nc(C#N)c(NC(C)c2ccccc2)o1 (stereo unspecified)	103	-1.3
Cc1ccc(Cl)cc1N1CCN(C(=O)c2onc(C)c2Cl)CC1	102	0.4
Cc1ccc2c(c1)c1c(n2C)C(C(N)=O)CCC1 (stereo unspecified)	103	0.3
NC(=O)COC(=O)/C=C/c1ccc(I)o1	101	-0.5
CN1CCN(C(c2ccncc2)c2ccc3cccnc3c2O)CC1 (stereo unspecified)	108	0.7
Cc1cc(C)c(C#N)c(SCc2ccccc2)n1	105	0.9
C=CCn1c(SCC(=O)N2CCCCC2C)nc2ccccc2c1=O (stereo unspecified)	105	0.2
COc1cc(NC(=O)c2cccc3c2C(=O)N(C2CCCCC2)C3)cc(OC)c1OC	105	-0.6
COc1ccccc1NC(=O)N(Cc1ccccc1)c1ccccn1	105	0.2
O=c1c2c(N3CCOCC3)cc(N3CCOCC3)nc2n(-c2ccccc2)c(=O)n1-c1ccccc1	99	-0.2
O=S(=O)(c1ccc2nc(N3CCN(c4ccccc4F)CC3)ccc2c1)N1CCCCC1	100	-1.4
C=CCNC(=S)NN1CCN(C)CC1	98	-1.1
Cc1ccc(-c2cc3c4c(C)n(C5CCCCC5)c(C)c4c(C)nn3c2)o1	101	0
CC1CCN(c2nc3ccc(C(=O)NC(C)C)cc3s2)CC1	102	-1.8
CCC(C)c1ccc(O)c(NC(=O)c2cccnc2)c1 (stereo unspecified)	102	0
CCCCCn1cc2c(c1-c1ccc(Cl)cc1)c(=O)n(C)c(=O)n2C	106	-0.2
CCOC(=O)c1c(NC(=O)C(C)OC(=O)c2ccc(-n3cnnn3)cc2)sc2c1CCCC2 (stereo unspecified)	96	-0.6
O=C(OC1CCCCC1)c1c(F)c(F)c(F)c(F)c1F	101	0.3
Cc1cc(C(F)(F)F)nc(SCC(=O)Nc2c(C)n(C)n(-c3ccccc3)c2=O)n1	102	0
CC1(C)C2CCC1(CS(=O)(=O)N1CCC(C(=O)O)CC1)C(=O)C2 (stereo unspecified)	103	0.1
CC1=C(c2ccc(C)c(C)c2)S(=O)(=O)N=C1N1CCC(C(=O)NCc2ccc(N(C)C)cc2)CC1	108	0.2
COc1ccc(NC(=O)CSCc2cc(=O)c3cc(Cl)ccc3[nH]2)cc1	100	-1.3
CN(CC(=O)N1CCCc2ccccc21)S(=O)(=O)c1ccc2c(c1)OCCO2	99	-0.4
Cn1nc(C(F)(F)F)c(-c2ccccc2)c1NC(=O)COCC(=O)O	102	0.1
COc1cccc(/C=C/C(=O)Nc2ccc3nc4n(c(=O)c3c2)CCCC4)c1OC	98	-1.4
COc1ccccc1C(=O)NCC(c1cccnc1)N1CCc2ccccc2C1 (stereo unspecified)	112	0.9
C=CC1C[C@H]2CCC1C[C@H]2[C@H](O)c1ccnc2ccc(OC)cc12 (stereo partly specified)	103	0.7
CN(Cc1ccccc1)C(=O)COC(=O)c1cc(=O)c2ccccc2o1	101	-0.2
Cc1nn(C)c2c1c(-c1ccccc1)cc(=O)n2Cc1ccccc1C#N	113	1.6
CCSc1nnc(NC(=O)C2CC=CCC2C(=O)O)s1 (stereo unspecified)	101	-0.2

Additional records follow:
SMILES	Polio RdRp inh	Polio RdRp inh FP z-score
CCn1c(CNC(=O)c2ccc3c(c2)OCO3)nnc1SCC(=O)NC1CCCCC1	104	1.2
Cc1cccc(Nc2cc(N3CCOCC3)ncn2)c1	100	-0.1
O=c1cc(C(F)(F)F)nc2cc(-c3ccccc3)[nH]n12	103	0.3
COc1cc(S(=O)(=O)Nc2cc3oc4ccccc4c3cc2OC)ccc1NC(C)=O	99	-0.1
CC(C)(C)NC(=O)N1CCC(C(=O)c2ccccc2)CC1	102	0
CN(C)S(=O)(=O)c1cccc(C(=O)NC2CCCCCC2)c1	102	-0.3
Cc1ccc(/C=C2/C(=O)NC(=O)N(C3CCCCC3)C2=O)cc1	99	-0.4
Cc1ccccc1OCC(=O)Nc1cccc(-c2nnc(-c3ccco3)o2)c1	102	0.2
CC1CCN(C(=O)CN2c3cccc4cccc(c34)S2(=O)=O)CC1	100	-0.1
Cc1ccc(NC(=O)C2CCCN(S(=O)(=O)N3CCOCC3)C2)cc1Cl (stereo unspecified)	104	1
Cc1ccc2oc(=O)c3cnn(CC(=O)NCC4(c5ccccc5)CCCC4)c3c2c1	101	-0.1
COc1ccccc1-c1nc2cc(NC(=O)c3ccccc3Cl)ccc2o1	102	-0.1
O=S(=O)(/C=C/c1ccccc1)Nc1ccccc1	104	0.4
COc1ccc(N2C(=O)c3ccccc3S2(=O)=O)cc1	102	0.3
O=C1/C(=C/c2ccccc2)SC(=S)N1C1CCS(=O)(=O)C1 (stereo unspecified)	102	-0.2
CCN1CCN(C(=O)c2cn(C)nc2-c2ccc3c(c2)OCCCO3)CC1	99	-0.4
COC(=O)c1sc(=S)n(-c2ccc(Cl)cc2)c1C	102	0.1
NS(=O)(=O)c1ccc(CNS(=O)(=O)c2cccc3nonc23)cc1	101	-0.2
CCOC(=O)c1c(C)[nH]c(C)c1C(=O)CSc1ncccn1	101	-0.2
COc1ccccc1NC(=O)c1oc2ccccc2c1NC(=O)c1ccccc1C(F)(F)F	105	0.2
CCc1ccc(NC(=O)CN2C(=O)C(c3ccc(C)cc3)=NC23CCCCC3)cc1	107	0.2
COC(=O)Cc1[nH]n(-c2nc3ccccc3s2)c(=O)c1C(C)=NC1CC1	104	0.6
O=S(=O)(NCC(c1ccco1)N1CCN(c2ccc(F)cc2)CC1)c1cc(F)ccc1F (stereo unspecified)	102&100	-1.2&-1
Cc1cccc(NC(=O)CN2C(=O)CC(C)S(=O)(=O)c3ccccc32)c1 (stereo unspecified)	105	1.3
CCCCOc1ccc(CSCCN=C(N)N)cc1	105	1.2
COc1ccccc1Cn1cnc2ccccc21	105	0.8
Cc1nc2ccn(Cc3ccccc3)c(=O)c2cc1C(=O)N1CCN(c2ccc(F)cc2)CC1	109	0.7
COc1ccc(S(=O)(=O)Cc2ccc(C(=O)O)o2)cc1	99	-0.6
Cc1nn(C)c(C)c1CNC(=O)c1ccc(N2CCOCC2)nc1	105	0.4
Nn1c(Cc2ccccc2F)nnc1SCC(=O)NCc1ccc2c(c1)OCO2	105	0.3
C=CCc1cccc(CNc2ccc(C(=O)OCC)cc2)c1O	100	-0.1
CC1CCCN(C(=O)CCS(=O)(=O)Cc2ccccc2)C1 (stereo unspecified)	101	-0.1
CCC1NC(=S)NC(C)=C1C(=O)c1ccccc1 (stereo unspecified)	96	-0.7
COc1cc(NC(=O)CSc2nc3nc(C)c(Cc4ccccc4)c(C)n3n2)cc(OC)c1OC	112	0.6
CC1CCc2nc(NC(=O)Cc3ccc(Cl)cc3)sc2C1 (stereo unspecified)	100	-0.5
COc1ccc(NC(=O)Cn2cc(S(=O)(=O)N3CCC(C)CC3)c3ccccc3c2=O)cc1Cl	110	0.5
CCCOc1ccccc1C1C(C(=O)Nc2ccccc2)=C(C)Nc2nnnn21 (stereo unspecified)	104	0
C/C(=N\NC(=O)c1cccnc1)C1COc2ccccc2O1 (stereo unspecified)	100	-0.1
O=C1C2CC=CCC2C(=O)N1c1ccc(Cl)cc1 (stereo unspecified)	102	0.3
CCOC(=O)c1c(NC(=O)COC(=O)c2ccc(Br)o2)sc(C)c1CC	112	1.6
CS(=O)(=O)c1ccccc1-c1nnc(NC(=O)c2ccc3c(c2)OCCO3)o1	110	0.6
C=CCn1cnc2sc3c(c2c1=O)CCC(C)C3 (stereo unspecified)	104	0
Cc1cc(=O)[nH]c(SCC(=O)c2ccc(F)cc2)n1	102	-0.3
CC(C)CC(OC(=O)c1cccs1)C(=O)NCc1cccs1 (stereo unspecified)	101	-0.3
COC(=O)CSc1nc(C)cc(C)n1	101	-0.3
CN1CC(c2nc3ccccc3[nH]2)CC1=O (stereo unspecified)	101	-0.6
COc1ccc(S(=O)(=O)N2CCN(C(=O)c3ccco3)CC2)cc1OC	102	0.4
COc1cc(OC)cc(C(=O)Nc2cccc(-c3nc4cc(C)cc(C)c4o3)c2C)c1	100	-0.4
CC1CC(=O)CCN1C(=O)c1ccccc1 (stereo unspecified)	98	-0.1
COc1ccc2oc(=O)c(-c3csc(/C(C#N)=C/c4ccc(F)cc4)n3)cc2c1	104	0.1

More records follow.
SMILES	Polio RdRp inh	Polio RdRp inh FP z-score
O=C(CSc1nccn1C1CCCC1)Nc1cc(C(F)(F)F)ccc1Cl	110	0.8
O=C(O)CCC(=O)Nc1ccccc1C#Cc1ccc(Br)cc1	104	0.2
O=C(CSC1=Nc2ccccc2CS1)c1ccc[nH]1	148	6.1
Cc1cccc(N(C)S(=O)(=O)c2nnc(NC(=O)C(C)(C)C)s2)c1	110	0.5
Cc1c(Cl)cccc1-n1ncc(C(=O)NCc2cccs2)c1C1CCN(C(=O)OC(C)(C)C)CC1	103	-0.6
Cc1cc(N/C=C(\C#N)S(=O)(=O)c2ccc(Cl)cc2)nc(C)n1	102	0.1
Cc1ccc(S(=O)(=O)N2CC(=O)N(O)C2c2ccccc2)cc1 (stereo unspecified)	101	-0.1
N#Cc1c(N)c(C#N)c(-c2ccccc2)c2c1CCCC2	108	0.6
CCOC(=O)c1ccc(N2C(=O)NC(C(F)(F)F)(C(F)(F)F)C3=C2CC(C)(C)CC3=O)cc1	103	0.5
COc1ccc(NC(=O)Nc2cc(C(=O)NCc3ccc(C)cc3)ccc2N2CCCC2)cc1	105	-0.1
CSC1=N/C(=C\c2ccc(Cl)cc2)C(=O)N1CCOc1ccc(Cl)cc1	107	0.7
CNC(=S)N/N=C(\C)c1ccc(N2CCCCCC2)cc1	100	-0.1
CCCCOCC1CC2(CC(C)(c3csc(N)n3)OC2=O)C(=O)O1 (stereo unspecified)	99	-0.4
O=C(CSc1nc2ccccc2o1)N=Nc1c(O)[nH]c2ccccc12	103	0.3

Assay outcomes deposited in PubChem by ICCB-Longwood Screening Facility, Harvard Medical School.
